From PubChem BioAssay
ST2 IL33 inh: inhibitors of human ST2 (IL1RL1) binding to IL-33, primary screen, biochemical, AlphaLISA; Interleukin-1 receptor-like 1 (Homo sapiens), Q01638; AlphaLISA ST2-Fc/biotin-IL-33 interaction, 1 h; inhibition, % for hits at 17 µM; 78,000 tested, 2.3% active; AID 1259354, 2018; in the data active means inhibition above about 30%; inconclusive means mostly about 10% to 28%
Target sequence (Q01638 whole entry, looked up): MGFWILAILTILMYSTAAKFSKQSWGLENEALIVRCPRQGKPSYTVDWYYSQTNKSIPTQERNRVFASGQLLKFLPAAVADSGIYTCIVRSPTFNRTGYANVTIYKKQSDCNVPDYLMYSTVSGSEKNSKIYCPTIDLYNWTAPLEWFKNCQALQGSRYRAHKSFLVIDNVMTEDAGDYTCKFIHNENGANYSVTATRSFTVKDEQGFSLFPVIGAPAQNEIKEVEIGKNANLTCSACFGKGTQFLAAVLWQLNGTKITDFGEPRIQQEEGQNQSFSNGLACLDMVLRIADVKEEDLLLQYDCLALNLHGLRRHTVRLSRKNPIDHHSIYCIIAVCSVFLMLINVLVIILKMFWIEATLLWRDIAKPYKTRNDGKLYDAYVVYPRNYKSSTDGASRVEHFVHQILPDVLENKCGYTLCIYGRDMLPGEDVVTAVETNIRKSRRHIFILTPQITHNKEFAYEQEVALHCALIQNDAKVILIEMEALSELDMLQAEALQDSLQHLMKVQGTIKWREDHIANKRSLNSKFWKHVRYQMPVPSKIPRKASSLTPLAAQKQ
Active calls of the source: *; i = inactive; ? = inconclusive; ! = not active in a repeat. These rows are one share of the data. The share of hits here may be higher or lower than overall.

canonical_smiles	ST2 IL33 inh
CCC(C)NC(=O)C(Cc1ccccc1)NS(=O)(=O)c1cccs1 (stereo unspecified)	i
COc1ccc(Br)cc1CN1CCN(C(=O)c2ccncc2)CC1	i
CCC(C)NC(=O)c1cnc(Nc2ccc(F)cc2)c2ccccc12 (stereo unspecified)	i
O=C(N[C@H]1CCN2C(=O)[C@@H](Cc3ccccc3)NC(=O)[C@H]12)c1cnccn1	?
Oc1c(C(Nc2ccccn2)c2ccc(OC(F)F)cc2)ccc2cccnc12 (stereo unspecified)	?
Cc1[nH]cnc1CN1CCOC(CCNC(=O)c2ccsc2)C1 (stereo unspecified)	i
CCCC(C)C(=O)Nc1ccc(Cl)c(Cl)c1 (stereo unspecified)	i
C[C@@H]1O[C@@H](Nc2ccc(Cl)cc2[N+](=O)[O-])[C@H](O)[C@H](O)[C@H]1O	i
O=C(NCc1ccccc1)C1CCC(CNS(=O)(=O)c2cccc3nsnc23)CC1 (stereo unspecified)	i
CCN(CC)C(c1ccc(F)cc1)c1c(O)[nH]c(=O)[nH]c1=O (stereo unspecified)	i
CC1=C(C#N)C(=O)NC(=O)/C1=C\c1ccc(-c2cccc([N+](=O)[O-])c2)o1	30%*
CCOC(=O)c1ccc(NC(=O)c2ccc(=O)n(Cc3ccc(F)cc3)c2)cc1	i
CC(CO)CN(Cc1ccccc1)Cc1cc2ccc(F)cc2[nH]c1=O (stereo unspecified)	i
O=C(NCCc1ccc(F)cc1)c1cn(C2CCCC2)cc(C(=O)N2CCCCC2)c1=O	?
CN1C(=O)/C(=C2\SC(=Nc3ccc(F)cc3)NC2=O)c2cc(Br)ccc21	?
O=C(C1CCCO1)N1CCN(S(=O)(=O)c2cccc3nsnc23)CC1 (stereo unspecified)	i
CSc1ccc(C=NS(=O)(=O)c2ccccc2)cc1	i
CNC(=O)c1ccc(/C=C2\Sc3ccccc3N(Cc3ccc(F)cc3)C2=O)cc1	i
COc1cc(NC(=O)c2cc(CC(C)C)on2)cc(OC)c1OC	i
CCN(CC)C(=O)CC[C@H]1CNC(=O)[C@@H]2[C@@H](CCN2C2CCCCC2)N1C	i

Going on with the list:
canonical_smiles	ST2 IL33 inh
O=C(Nc1ccc(C(=O)N2CCOCC2)cc1)C1COc2ccccc2O1 (stereo unspecified)	i
COc1cc(C)c(S(=O)(=O)N2CCN(c3nc(C)cc(N4CCCC4)n3)CC2)cc1C	i
C=CCNc1ccccc1C(=O)NCc1cc(-c2cccnc2)no1	i
COc1ccccc1C(=O)Oc1ccc2c(c1)C(C)=CC(C)(C)N2	i
CC(C)(C)NS(=O)(=O)c1ccc(Br)cc1	i
COc1cc(C2C(C#N)=C(N)Oc3c2[nH]c(=O)[nH]c3=O)cc(OC)c1OC (stereo unspecified)	i
COc1ccc(/C=c2/sc3nc4cc(C)c(C)cc4n3c2=O)cc1OC	i
COc1ccccc1NC(=O)c1cnc2scc(C)n2c1=O	i
Cc1ccc(S(=O)(=O)N2CCN(S(C)(=O)=O)C2C(C)C)cc1 (stereo unspecified)	i
CCOc1ccc2[nH]c(=O)c(CN3CCCCC3c3nc(C)no3)cc2c1 (stereo unspecified)	?
N#C/C(=C\c1ccco1)c1nc(-c2ccc(Cl)c(Cl)c2)cs1	?
CCCCSc1nnc(-c2ccccc2NC(C)=O)c(=O)[nH]1	i
O=C(NCCCc1ccccc1)NC1CCCCC1	i
COc1ccccc1CN1CCCN(C)CC1	i
C=CCSc1nc(-c2ccccc2)ccc1C#N	i
CCC(C)NC(=O)C1(O)c2ccccc2NC(=O)N1c1ccccc1 (stereo unspecified)	i
O=C(CCn1cc(Cl)cn1)N1CCCC(O)(CO)CC1 (stereo unspecified)	i
O=C(CSc1ccccc1)NC1CCCN(C2Cc3ccccc3C2)C1 (stereo unspecified)	i
O=C(Nc1ccccc1F)c1ccc(I)cc1	i
CCc1cc(-n2ccnc2-c2cccnc2)ccc1NC(C)=O	?

The results go on.
canonical_smiles	ST2 IL33 inh
COC(CNS(=O)(=O)c1ccc(Cl)cc1)c1ccccc1 (stereo unspecified)	i
COc1nc(OC)nc(N(C)CCO)n1	i
CCN(CC)C(=O)C1CCCN(Cc2c(Cl)cccc2Cl)C1 (stereo unspecified)	i
CCOc1ccc2c(c1)sc(=NC(=O)CCOc1ccccc1)n2C	i
Cn1c2c(c(=O)n(C)c1=O)C(c1ccccc1)C1=C(N2)c2ccccc2C1=O (stereo unspecified)	i
O=C(NCc1ccccc1)NC1(C(F)(F)F)Oc2ccc(Cl)cc2O1 (stereo unspecified)	i
Cc1cc(C(=O)Nc2cc(Cl)ccc2Cl)no1	i
COCCN(CC1CCN(Cc2ccccc2OC)CC1)C(=O)C1CCOCC1	i
O=C(Cc1c(C(=O)O)[nH]c2ccc(Cl)cc12)NCCCN1CCN(c2ccc(F)cc2)CC1	i
Cc1cc(C)cc(N2CCC(NCC3CC(=O)N(C4CCCC4)C3)CC2)c1 (stereo unspecified)	i
CCOC(=O)c1c(NC(=O)c2cc(CC(C)C)on2)sc2c1CCCC2	i
CC1=C(C(=O)Nc2ccc(F)cc2)C(c2ccc3c(c2)OCO3)C2=C(CC(C)(C)CC2=O)N1 (stereo unspecified)	i
O=C(c1cc(C(c2ccccc2)c2ccccc2)no1)N1CCC(Oc2ccc(F)cc2)CC1	i
COc1ccc(NC(C)=O)c([N+](=O)[O-])c1	?
CCN(CC)CCCN1C(=O)C(O)=C(C(=O)c2ccc(C)o2)C1c1cccnc1 (stereo unspecified)	i
Cc1cccc(C(C)C)c1NC(=O)c1cncc(Br)c1	i
COCc1cc(C)nc(SCc2ccc(Cl)cc2)c1C#N	?
COCCn1c(CNC(=O)c2ccc(C)cc2)nc2cccnc21	i
O=C(CSc1nnnn1-c1ccc(F)c(Cl)c1)N1CCCCC1	?
CCc1c(C)c(C#N)c2nc3ccccc3n2c1NCCN(C)C	?

(list continues)
canonical_smiles	ST2 IL33 inh
Cc1ccccc1-n1nc2c(c1NC(=O)c1ccccc1Br)CSC2	i
CCN(CC)CCNC(=O)C1(O)c2ccccc2NC(=O)N1c1ccc(OC)cc1OC (stereo unspecified)	i
O=C(NCc1cccnc1N1CCOCC1)c1ccc(Cl)s1	i
CCN(CC)C(=O)[C@@H](C)[C@@H]1CC[C@@]2(C)CC[C@H](NC(=O)c3ccccn3)[C@@H](C)[C@@H]2[C@H]1O	i
CN(CCc1cn[nH]c1)CC(=O)Nc1cnccn1	i
Cc1nnc(SCCCNC(=O)c2cc(-c3ccccc3)nn2C)s1	?
Cc1ccc2c(c1)c1c(n2CCC#N)C(=O)CCC1	i
O=C(Nc1cnn(Cc2ccc(Cl)cc2Cl)c1)c1noc2c1CCCC2	?
COc1cccc2c1OCC(C1CC(=O)Nc3[nH]ncc31)=C2 (stereo unspecified)	i
Cn1nc(-c2ccc(Cl)cc2)c2cc(C(=O)N3CCN(c4ccc(Cl)cc4)CC3)sc21	i
CC(C)C1CN(C(=O)c2cccc(-n3cnnc3)n2)CCC(=O)N1CC1CC1 (stereo unspecified)	i
O=C(OCc1nc2ccccc2s1)c1ccc(Br)cc1	i
O=C(CN1CCN(Cc2ccccc2F)S1(=O)=O)Nc1ccccc1	i
Cc1cccc(CN2CCN(C(=O)C(=O)c3ccco3)C(C)C2=O)c1 (stereo unspecified)	i
O[C@@H]1C[C@@H](c2nc(-c3ccncc3)no2)N(Cc2ccccc2)C1	i
O=C(Nc1ccc2oc(-c3ccccc3)nc2c1)c1ccccc1	i
Cc1c(NC(=O)c2ccc(Cl)cc2)c(=O)n(-c2ccccc2)n1C	i
Cc1ccc2[nH]c3c(c2c1)CCCC3O (stereo unspecified)	i
Cc1ncc2c(c1CNCC1(O)CCCN(CC3CCC3)C1=O)CCNC2 (stereo unspecified)	i
OCCOc1ccc(C2=NCCO2)cc1	i

Exported field by field: entries from further up
Cc1ncc2c(c1CNCC1(O)CCCN(CC3CCC3)C1=O)CCNC2 (stereo unspecified)
  ST2 IL33 inh: i
O=C(CN1CCN(Cc2ccccc2F)S1(=O)=O)Nc1ccccc1
  ST2 IL33 inh: i
Cc1cccc(CN2CCN(C(=O)C(=O)c3ccco3)C(C)C2=O)c1 (stereo unspecified)
  ST2 IL33 inh: i

A draw from above in order of molar mass, lowest first.
canonical_smiles	ST2 IL33 inh
Cc1ccc2[nH]c3c(c2c1)CCCC3O (stereo unspecified)	i
OCCOc1ccc(C2=NCCO2)cc1	i
O=C(Nc1ccc2oc(-c3ccccc3)nc2c1)c1ccccc1	i
O[C@@H]1C[C@@H](c2nc(-c3ccncc3)no2)N(Cc2ccccc2)C1	i
Cn1nc(-c2ccc(Cl)cc2)c2cc(C(=O)N3CCN(c4ccc(Cl)cc4)CC3)sc21	i

More records:
canonical_smiles	ST2 IL33 inh
NNc1ccc(Oc2ccccc2)c(S(=O)(=O)O)c1	i
CCCC(=O)Nc1cccc(S(=O)(=O)c2cccc(NC(=O)CCC)c2)c1	i
N#Cc1nc(-c2ccc(Cl)cc2)oc1NCc1ccco1	35%*!
CCOc1ccccc1C1C(C#N)=C(N)Oc2cc(O)c(Cl)cc21 (stereo unspecified)	i
O=C(NCc1ccco1)C1C2C=CC3(CN(Cc4cccs4)C(=O)C13)O2 (stereo unspecified)	i
O=C(NC1CC(=O)N(CCc2ccccc2)C1)c1cc2ccccc2o1 (stereo unspecified)	i
O=C1c2ccccc2-c2ccc(Br)cc21	32%*
Cc1ccc(-c2nnc(N)s2)cc1	i
O=c1c2nnn(Cc3ccccc3)c2ncn1Cc1ccccc1	i
O=C1NC(=O)/C(=C\c2ccc(Br)o2)S1	i
OC(COc1ccc(C23CC4CC(CC(C4)C2)C3)cc1)CN1CCOCC1 (stereo unspecified)	?
COC(=O)C1=C(NC(=O)c2ccc(OC)cc2)CCS1	?
O=C(CSc1cn(CCNC(=O)c2ccc(F)cc2)c2ccccc12)Nc1ccc(F)cc1	?
COc1cc(N2C(=O)C3C4C=CC(C4)C3C2=O)cc(OC)c1OC (stereo unspecified)	?
OC(COCc1ccc(Cl)cc1)CN1CCN(c2ccccc2F)CC1 (stereo unspecified)	?
O=C(NC[C@H]1O[C@@H](CC(=O)N2CCc3ccccc32)[C@H](O)[C@@H]1O)c1ccco1	i
CCOC(=O)c1cccnc1N1CCC(O)(c2ccc(C)cn2)CC1	i
O=C(O)c1ccccc1CN1CCCN(c2nc3ccccc3s2)CC1	i
CC(NC(=O)c1cc(-c2ccncc2)nc2ccccc12)c1ncn[nH]1 (stereo unspecified)	i
CN1CCC(CNC(=O)c2ccc3c4c([nH]c3c2)CCCC4)C1 (stereo unspecified)	?

(further entries)
canonical_smiles	ST2 IL33 inh
COc1cccc(OCC(O)CN2CCC(C)CC2)c1 (stereo unspecified)	i
COc1ccccc1NS(=O)(=O)c1cc([N+](=O)[O-])ccc1C	i
CCCS(=O)(=O)N1CCCC(C(=O)NCCCN2CC(C)CC(C)C2)C1 (stereo unspecified)	?
CC(C(=O)N1CC(c2cccnc2)C1)n1cnc2ccccc21 (stereo unspecified)	?
CC(=O)c1cccc(N2C(=O)c3c(C)nc4ccccc4c3C2=O)c1	?
COc1cc(OC)cc(C(=O)Nc2c(C(=O)Nc3cccc(F)c3)oc3ccccc23)c1	i
CCOc1ccc(S(=O)(=O)N=C2C=C(Nc3ccc(C)cc3)C(=O)c3ccccc32)cc1	91%*
CC1=NN(c2ccccc2)C(=O)/C1=C/c1ccc(-c2cccc(C(=O)O)c2)o1	?
COc1cc2c(cc1OC)C(C(=O)N1CCOCC1)C(c1cccnc1)N(C)C2=O (stereo unspecified)	i
COc1cc2[nH]c(=O)[nH]c2cc1-n1cnnc1	i
COc1ccccc1Nc1cc(C)nc2ccccc12	i
CCc1ccc(S(=O)(=O)N2CCCN(S(=O)(=O)c3ccc(CC)cc3)CC2)cc1	i
Nc1ccc(S(=O)(=O)Nc2nccc(/C=C/c3ccccc3F)n2)cc1	?
O=C(c1ncc[nH]1)c1ccccc1C(=O)N1CCOCC1	i
CCCS(=O)(=O)N1CCC(C(=O)NCCCN2CCCCC2CC)CC1 (stereo unspecified)	i
CCC1CCC(NCCCN2CCOCC2)CC1 (stereo unspecified)	i
Cc1ccc(C(=O)Nc2ccc(I)cc2Cl)cc1C	i
COc1cc(C2C(C(=O)Nc3ccccn3)=C(C)NC3=C2C(=O)CC(C)(C)C3)cc(OC)c1OC (stereo unspecified)	i
CCCCc1nnc(NC(=O)COc2cc(C)cc(C)c2)s1	?
Nc1ccc2c(c1)C(=O)N(C1CCCCC1)C2=O	i

Next part
canonical_smiles	ST2 IL33 inh
O=c1ccc(NS(=O)(=O)c2ccccc2)c2n1C[C@H]1C[C@@H]2CN(S(=O)(=O)c2ccccc2)C1	?
N#CN=C(N)CSc1nc(-c2ccccc2)cc(C(F)(F)F)c1C#N	i
CC12CC(NC(=O)N1c1ccc(Cl)cc1)c1cc(Cl)ccc1O2 (stereo unspecified)	?
O=C(Nc1ccc(=O)n2c1[C@@H]1C[C@@H](CN(C(=O)Nc3ccc(F)cc3)C1)C2)NC1CCCCC1	i
O=c1c2ccccc2ncn1CCc1n[nH]c(CCc2ccccc2)n1	?
OC1C[C@H]2CC[C@@H](C1)N2c1ncnc2[nH]ccc12 (stereo partly specified)	i
COc1ccc(Nc2cc(C)nc(N3CCN(S(=O)(=O)c4ccccc4F)CC3)n2)cc1	?
Fc1ccc(CNc2nc(-c3cccs3)cc(C(F)(F)F)n2)cc1	i

By substructure: the entries above containing a nitro group on carbon.
canonical_smiles	ST2 IL33 inh
C[C@@H]1O[C@@H](Nc2ccc(Cl)cc2[N+](=O)[O-])[C@H](O)[C@H](O)[C@H]1O	i
CC1=C(C#N)C(=O)NC(=O)/C1=C\c1ccc(-c2cccc([N+](=O)[O-])c2)o1	30%*
COc1ccc(NC(C)=O)c([N+](=O)[O-])c1	?
COc1ccccc1NS(=O)(=O)c1cc([N+](=O)[O-])ccc1C	i
